ERp5 inh: inhibitors of ERp5-driven insulin aggregation, primary screen, biochemical, turbidity, absorbance 650 nm, single point. 90 min. inhibition, % at 9.99 µM. hit rate 0.05% among 350,000. AID 651711, 2012. Protein disulfide-isomerase A6 (Homo sapiens), Q15084;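 active means mean replicate inhibition above about 25%, with every replicate also reaching it, limit read from the data, passing the limit was not always enough; inconclusive means only one of those two criteria met; inactive means neither criterion met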
Target sequence (Q15084 whole entry, looked up): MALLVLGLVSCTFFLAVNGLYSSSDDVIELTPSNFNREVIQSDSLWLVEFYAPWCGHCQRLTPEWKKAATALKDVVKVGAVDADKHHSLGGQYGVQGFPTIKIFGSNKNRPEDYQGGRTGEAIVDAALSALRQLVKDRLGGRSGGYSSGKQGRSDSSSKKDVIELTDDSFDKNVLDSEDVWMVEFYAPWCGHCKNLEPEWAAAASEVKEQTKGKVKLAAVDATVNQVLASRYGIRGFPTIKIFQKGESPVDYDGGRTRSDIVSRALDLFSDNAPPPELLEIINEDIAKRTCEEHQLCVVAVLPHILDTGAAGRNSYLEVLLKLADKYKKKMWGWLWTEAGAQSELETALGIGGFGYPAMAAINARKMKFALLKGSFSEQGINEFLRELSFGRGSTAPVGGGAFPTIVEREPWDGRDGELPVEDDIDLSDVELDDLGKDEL
F508del corr: F508del CFTR correction, initial screen, CFBE line, single point; CFBE cells, YFP halide quenching; stimulated with forskolin plus potentiator P3; % fluorescence drop versus neutral controls; activity (quench increase), % at 7.58 µM; hit rate 0.36% among 350,000; AID 720511, 2013;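 active means mean added fluorescence quench of at least 8% versus neutral control, with both replicates also reaching 8%; inconclusive means only one of the mean or replicate conditions met; inactive means mean below 8% and not both replicates reaching 8%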;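 further: cells transiently co-express mutant CFTR-F508del with the halide-sensitive YFP; corrector assay measuring rescue of mutant channel to the surface after 24 h compound exposure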
PAX8 inh HTS: inhibitors of PAX8-driven TPO luciferase reporter, primary screen, RMG-I cells, single concentration; inhibition, % at 12.6 µM; SteadyGlo, 24 h; hit rate 1.2% among 360,000; AID 652154, 2013;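 active means mean replicate inhibition at least 60% with every replicate also reaching 60%; inconclusive means only one of the two criteria is met; inactive means mean below 60% and not all replicates reaching 60%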;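 further: luciferase light reporting Pax8 driven TPO promoter activity; plate controls were median of neutral control wells for no effect and mitoxantrone controls for full effect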
EWS-Fli inh: EWS/Fli-driven NR0B1 reporter inhibitors, primary screen, A673 cells, NR0B1 luciferase, luminescence, MLPCN library. viability-normalised. AID 651661, 2012. inhibition, % at 12.6 µM. hit rate 0.67% among 350,000;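 active means mean inhibition of at least 50% after viability correction, with every replicate also passing that limit; inconclusive means mean reaches 50% but only one of two replicates passes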;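 further: firefly luciferase signal divided by Alamar Blue viability fluorescence both relative to DMSO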
Xi reactivation: activators of inactive X chromosome reactivation, primary screen, imaging, XiGFP fibroblasts, GFP high-content imaging, set 2; AID 743238, 2013; activation, % at 7.58 µM; XiGFP mouse fibroblasts, % GFP-positive cells imaging, 3 d; cells co-treated with 5-aza-dC sensitizer; scaled so ellipticine positive control = 100%; hit rate 0.055% among 360,000;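 active means mean normalized replicate activation at least 10% and every replicate at or above 10%; inconclusive means only one of the two criteria met; inactive means mean below 10% and not all replicates reach 10%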;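 further: 0% = median of on-plate neutral control wells and 100% = ellipticine 6 µM median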
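System: SV40-immortalized XiGFP fibroblast cells, line 68-5-11 / Incubation: 3-day compound exposure, then 15 min fixation at room temperature / Compound: single concentration per compound, delivered by pin transfer / Buffer or medium: DMEM plus 5-aza-dC sensitizer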
DENV2 CPE: inhibitors of DENV2 cytopathic effect, primary screen, cell-based, plate reader, single concentration; AID 651640, 2012; DENV2-infected cells, cytopathic effect rescue; hit rate 1.7% among 350,000; CPE inhibition, % at 9.99 µM; in the data active means CPE inhibition above about 20%, passing the limit was not always enough; inconclusive means no clear call, values can overlap the other calls; tested in BHK-21 cells;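 further: 0% = median of neutral control wells and 100% = median of positive control wells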
GSIS activator: GLuc luminescence reporter in INS-1E cells, primary screen for activators of glucose-dependent secretion of insulin; hit rate 0.61% among 370,000; INS-1E GLuc reporter insulin secretion, 2-3 h; activation, % at 16.6 µM; AID 743287, 2014;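 active means lowest replicate activation of at least 40%, so every replicate reaches that level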;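 further: 0% = median of neutral control wells and 100% = median of IBMX positive control wells; some compounds called inactive have numbers as strong as hits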
ARNT TACC3 PPI: disruptors of ARNT/TACC3 protein interaction, primary screen, biochemical, AlphaScreen, single concentration. AlphaScreen His-ARNT PAS-B/GST-TACC3 binding, luminescence; TACC3 fragment carries E629A point mutation. inhibition, % at 9.99 µM. hit rate 0.66% among 390,000;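 active means mean inhibition of replicates at least 50% and at least half of replicates each reaching 50%; inconclusive means half or more replicates reach 50% but mean below 50%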;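 further: 0% = complete ARNT plus TACC3 wells and 100% = ARNT alone without TACC3; many hits fall short of the cut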
Starred values were filed as active, the others as inactive.

`O=C(NCCN1CCC(n2c(=O)[nH]c3ccccc32)CC1)c1ccccc1C(F)(F)F` gave ERp5 inh -3.5, F508del corr -0.8, PAX8 inh HTS 1.0, EWS-Fli inh 4.1, Xi reactivation -0.1, DENV2 CPE 16.2 and GSIS activator -3.4.
C=CCOc1c(Br)cc(CNn2cn[nH]c2=S)cc1OC was read as ERp5 inh -2.7, F508del corr -1.1, PAX8 inh HTS 7.0, EWS-Fli inh 8.5, Xi reactivation 0.0, DENV2 CPE -4.4, GSIS activator 10.2 and ARNT TACC3 PPI -1.9.
COCC(=O)N1CCC(Oc2ccc(C(=O)N3CCCCCC3)cc2)CC1 was read as ERp5 inh 0.3, F508del corr 0.0, PAX8 inh HTS -8.2, EWS-Fli inh -0.8, Xi reactivation 0.1, DENV2 CPE 2.0 and GSIS activator -5.8.
Screening O=C(NCc1cccnc1)c1ccc(Br)s1 returned ERp5 inh 1.5, F508del corr 0.1, PAX8 inh HTS 15.0, EWS-Fli inh -6.0, Xi reactivation 0.1, DENV2 CPE 3.8, GSIS activator -1.8 and ARNT TACC3 PPI -6.5.
`Cc1onc(-c2ccc(Cl)cc2Cl)c1-c1csc(N/N=C/c2ccccc2Cl)n1` gave ERp5 inh -3.4, F508del corr 1.0, PAX8 inh HTS -14.0, EWS-Fli inh 15.0, Xi reactivation 0.0, DENV2 CPE -5.0 and ARNT TACC3 PPI -4.6.
COc1ccccc1C#Cc1ccc2c(c1)O[C@H](CN(C)Cc1ccccc1)[C@@H](C)CN([C@@H](C)CO)S2(=O)=O was read as ERp5 inh 5.3, F508del corr -0.6, EWS-Fli inh 10.2, Xi reactivation -1.3, DENV2 CPE 2.2, GSIS activator 2.1 and ARNT TACC3 PPI 13.1.
O=C1NC(=Nc2ccc(Cl)cc2)/C(=C/c2ccco2)S1 was read as ERp5 inh -0.4, F508del corr 1.7, PAX8 inh HTS 12.8, EWS-Fli inh -16.4, Xi reactivation 0.0, DENV2 CPE -5.9, GSIS activator -0.8 and ARNT TACC3 PPI 0.1.
`Cc1ccc(S(=O)(=O)N2CCN(C(=O)CN(Cc3ccco3)Cc3cccs3)CC2)cc1` gave ERp5 inh -5.7, F508del corr 29.4*, PAX8 inh HTS 9.2, EWS-Fli inh 5.4, Xi reactivation 0.2, DENV2 CPE 1.0, GSIS activator 4.0 and ARNT TACC3 PPI 6.1.
O=C(Nc1ccc(S(=O)(=O)N2CCCCC2)cc1)C1CC1 was read as ERp5 inh -2.7, F508del corr -3.4, PAX8 inh HTS -17.6, EWS-Fli inh -0.3, Xi reactivation 0.2, DENV2 CPE 3.9, GSIS activator 8.8 and ARNT TACC3 PPI -4.8.
Cc1ccc(CCNC(=O)C23CN(Cc4ccccc4)CC2C(c2cccc([N+](=O)[O-])c2)=NO3)cc1 (stereo not drawn) was read as ERp5 inh -8.7, F508del corr -2.4, PAX8 inh HTS 11.0, EWS-Fli inh -3.3, Xi reactivation 0.0, DENV2 CPE -0.7 and ARNT TACC3 PPI -15.4.
CCN(CC)c1ccc([C@H]2[C@@H]3CCCC[C@]3(O)CCN2CC(=O)NCc2ccco2)cc1 was read as ERp5 inh -12.6, F508del corr -2.1, PAX8 inh HTS 20.0, EWS-Fli inh 6.5, Xi reactivation 0.0, DENV2 CPE inconclusive and ARNT TACC3 PPI 13.6.
`O=C(C1CCCO1)N1CCN(C(=S)Nc2cccc(Cl)c2)CC1` (stereo not drawn) gave PAX8 inh HTS 3.0, Xi reactivation 0.1, GSIS activator 29.0 and ARNT TACC3 PPI 8.4.
Cc1noc(C)c1NC(=O)Nc1ccc2c(c1)C(=O)N([C@@H](C)CO)C[C@@H](C)[C@@H](CN(C)C(=O)Nc1ccc3c(c1)OCO3)O2 was read as ERp5 inh 7.5, F508del corr -3.7, PAX8 inh HTS -44.2, EWS-Fli inh -7.0, Xi reactivation -0.2, DENV2 CPE -5.9, GSIS activator 12.9 and ARNT TACC3 PPI -0.3.
`CCCNC(=O)N(C)C[C@H]1Oc2cc(C#C[C@H](C)O)ccc2S(=O)(=O)N([C@@H](C)CO)C[C@H]1C` gave ERp5 inh -17.1, F508del corr 0.9, EWS-Fli inh 3.9, Xi reactivation 0.1, DENV2 CPE 14.7, GSIS activator 3.3 and ARNT TACC3 PPI -8.8.
For COc1ccc(C(=O)NCC(=O)N/N=C/c2ccc(C)o2)cc1OC the results were ERp5 inh 0.1, F508del corr 0.9, EWS-Fli inh -8.1, Xi reactivation 0.0, DENV2 CPE 4.1 and ARNT TACC3 PPI -11.3.
C[C@H]1CN([C@@H](C)CO)C(=O)c2cc(NC(=O)Cn3cnnn3)ccc2O[C@@H]1CN(C)Cc1ccc(C(=O)Nc2ccccc2N)cc1 was read as ERp5 inh -3.8, F508del corr -1.2, EWS-Fli inh -3.9, Xi reactivation 0.2, DENV2 CPE -5.7, GSIS activator 7.0 and ARNT TACC3 PPI -2.8.
Screening CN1CCN(C(=O)C[C@H]2CC[C@@H](NC(=O)Cc3ccccn3)[C@@H](CO)O2)CC1 returned ERp5 inh 0.0, F508del corr -1.3, PAX8 inh HTS 3.6, EWS-Fli inh -6.8, Xi reactivation -0.3, DENV2 CPE -7.9, GSIS activator 12.4 and ARNT TACC3 PPI 28.9.
COc1ccc(OCc2cc(C(=O)NC(C)Cc3ccccn3)no2)c(Cl)c1 (stereo not drawn) was read as ERp5 inh 4.5, F508del corr 0.1, PAX8 inh HTS -49.9, EWS-Fli inh -30.4, Xi reactivation 0.0, DENV2 CPE -3.6, GSIS activator -7.6 and ARNT TACC3 PPI -4.0.
`CC(C)(C)NC(=O)NC(=O)CN1CCN(c2ccccc2)CC1` gave ERp5 inh -3.1, F508del corr 0.5, PAX8 inh HTS 19.3, EWS-Fli inh 11.0, Xi reactivation 0.0, DENV2 CPE 3.0, GSIS activator -6.6 and ARNT TACC3 PPI -5.3.
Screening C=CCn1c(SCC(=O)NC2(C)CCS(=O)(=O)C2)nc2ccccc21 (stereo not drawn) returned ERp5 inh -8.9, F508del corr -0.6, PAX8 inh HTS 9.4, EWS-Fli inh 8.2, Xi reactivation 0.0, DENV2 CPE -4.7 and GSIS activator 3.1.
`CC(C)(C)OC(=O)N1CCC2(CC1)Oc1ccc(F)cc1C(=O)C21CC(c2cccnc2)=NO1` (stereo not drawn) gave F508del corr 2.6, PAX8 inh HTS -0.2, EWS-Fli inh -0.1, Xi reactivation 0.2, GSIS activator -1.4 and ARNT TACC3 PPI 5.1.
`C=CC[C@@H](CC(=O)N[C@H](CO)Cc1ccccc1)C(=O)N[C@@H](COC(=O)[C@H](CC=C)CC(=O)OC(C)(C)C)Cc1ccccc1` gave ERp5 inh 1.7, F508del corr 0.0, PAX8 inh HTS 20.2, EWS-Fli inh 1.9, Xi reactivation -0.7, DENV2 CPE 78.9*, GSIS activator -14.6 and ARNT TACC3 PPI 3.0.
CCOC(=O)N1CCN(C(=O)C2CCC(=O)N(Cc3ccc(Cl)cc3)C2)CC1 (stereo not drawn) was read as ERp5 inh -1.0, F508del corr -0.8, EWS-Fli inh -0.9, Xi reactivation 0.2, DENV2 CPE 0.8, GSIS activator 10.3 and ARNT TACC3 PPI -1.3.
Screening O=C(Nc1ccc(F)cc1F)C1(c2cccs2)CCOCC1 returned ERp5 inh 0.6, F508del corr 0.5, PAX8 inh HTS -10.6, EWS-Fli inh 4.2, Xi reactivation -0.2, DENV2 CPE -4.3, GSIS activator -2.3 and ARNT TACC3 PPI -8.4.
For CCc1nn(CCCC(=O)Nc2ccc(C)c(C)c2)c(=O)c2cc3occc3n12 the results were ERp5 inh 3.6, F508del corr 0.0, PAX8 inh HTS -13.3, EWS-Fli inh 0.7, Xi reactivation 0.0, DENV2 CPE -2.1, GSIS activator 5.4 and ARNT TACC3 PPI 3.8.
Screening COc1ccc(N(C)C(=O)c2ccc3c(c2)nnn3C)cc1 returned ERp5 inh -0.4, F508del corr 0.7, PAX8 inh HTS 4.8, EWS-Fli inh -7.5, Xi reactivation -0.1, DENV2 CPE -0.2, GSIS activator 2.5 and ARNT TACC3 PPI -3.1.
`N#Cc1c(N2CCN(c3ccc(F)cc3)CC2)nc(N)c2c(N)nc3c(c12)CC(=O)N3C1CC1` gave ERp5 inh 1.6, F508del corr -1.6, PAX8 inh HTS -1.5, EWS-Fli inh 2.9, Xi reactivation 0.3, DENV2 CPE 2.0, GSIS activator 2.9 and ARNT TACC3 PPI 4.7.
For CC(C)NC(=O)N(C)C[C@@H]1Oc2c(NC(=O)Nc3ccccc3)cccc2C(=O)N([C@@H](C)CO)C[C@@H]1C the results were ERp5 inh 1.8, F508del corr 2.9, PAX8 inh HTS -10.9, EWS-Fli inh -11.2, Xi reactivation -0.6, DENV2 CPE -9.1, GSIS activator 25.6 and ARNT TACC3 PPI 0.5.
`CCCC[C@@H]1CNC(=O)C(=O)N1CCCc1cc(OC)c(OC)c(OC)c1` gave ERp5 inh 7.4, F508del corr -1.8, PAX8 inh HTS 7.6, EWS-Fli inh -5.1, Xi reactivation 0.0 and GSIS activator 16.6.
For C[C@@H]1CN([C@@H](C)CO)C(=O)Cc2cc(NC(=O)Nc3ccccc3)ccc2O[C@H]1CN(C)Cc1ccc(Cl)c(Cl)c1 the results were ERp5 inh 2.1, F508del corr -6.3, PAX8 inh HTS 56.4, EWS-Fli inh 5.1, Xi reactivation -1.0, DENV2 CPE 37.5*, GSIS activator -36.1 and ARNT TACC3 PPI -2.4.
For Cn1c(=O)c2c(nc(N3CCN(C(=O)c4ccco4)CC3)n2CCSc2ncccn2)n(C)c1=O the results were ERp5 inh 1.2, F508del corr 1.3, PAX8 inh HTS -15.1, EWS-Fli inh -1.7, Xi reactivation 0.0, DENV2 CPE -4.9, GSIS activator 23.5 and ARNT TACC3 PPI 4.7.
`COc1ccccc1-c1cnc(C(O)c2ccc(C)cc2C)[nH]1` (stereo not drawn) gave ERp5 inh 4.0, F508del corr 2.6, PAX8 inh HTS -15.1, EWS-Fli inh -4.1, Xi reactivation -0.1, DENV2 CPE 5.5 and GSIS activator -5.3.
Screening CCCN1CNc2c(c(=O)[nH]c(=S)n2-c2ccccc2Cl)C1 returned ERp5 inh 4.7, F508del corr 1.6, PAX8 inh HTS -10.1, EWS-Fli inh 5.7, Xi reactivation 0.0, DENV2 CPE 6.9, GSIS activator 3.2 and ARNT TACC3 PPI -3.5.
`Cc1c(/C=N\NC(=O)c2cccc(F)c2)cnn1C` gave ERp5 inh 4.0, F508del corr 1.3, PAX8 inh HTS 8.0, EWS-Fli inh -17.1, Xi reactivation 0.0, DENV2 CPE 14.9, GSIS activator -1.9 and ARNT TACC3 PPI -1.0.
Screening COc1ccc(S(=O)(=O)N(C)C[C@@H]2Oc3ccc(NC(=O)NC(C)C)cc3CC(=O)N([C@H](C)CO)C[C@@H]2C)cc1 returned ERp5 inh 1.1, F508del corr -1.7, PAX8 inh HTS -17.2, EWS-Fli inh -5.1, Xi reactivation 0.1, DENV2 CPE 0.6, GSIS activator 20.4 and ARNT TACC3 PPI 1.3.

The order is random. Share with any hit: about 4.2%.
